Bioassay records from PubChem BioAssay.
NFkB transloc pot – enhances IL-1B driven NFkB nuclear translocation; HUVEC IL-1B NFkB p65 nuclear translocation imaging; activation, % at 2 µM; 94,000 tested, 0.3% active;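 active means activation above 40%, about the mean plus 3 SD, also judged a hit on visual image review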;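 further: percent activation is computed from the nuclear over cytoplasmic p65 intensity ratio; values of inactives mirror those of a sister screen read the other way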
Bcl-B TR3 displacers – displacers of TR3 peptide from Bcl-B, primary screen, selectivity assay for Bfl-1 inhibitor project, biochemical, fluorescence polarization | displacement, % at 20 µM, or IC50 in µM where a hit was titrated | FP displacement of FITC-TR3 peptide from Bcl-B; higher % means a stronger effect | 96,000 tested, 0.11% active;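 active means displacement above 50% at 20 µM plus a fluorescence interference ratio under 1.5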;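 further: plate controls were wells without compound for no effect and wells lacking Bcl-B protein for full effect; a part of the inactive calls stands beside numbers as strong as those of hits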
PLAP inhibition – PLAP enzyme inhibitors, biochemical, luminescence, HTS (AID 690). 96,000 tested, 0.08% active. inhibition, % at 20 µM; hits with a dose series show IC50 in µM. purified PLAP, luminescent substrate; higher % means a stronger effect; in the data active means a potency from the dose series; inactive means the rest, 99 in 100 with inhibition below about 30%; further: strong numbers were not always called active
MRP resist rev – reverses drug resistance mediated by MRP; differential viability (reversal), % at 10 µM; H69AR cells + 2 uM doxorubicin, CellTiter-Glo, 72 h; AID 602; 85,000 tested, 0.04% active;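 active means viability drop by adding the cancer drug above about 55%, with treated viability meeting a 40% cutoff, limit read from the data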;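 further: viability without doxorubicin minus viability with 2 µM doxorubicin for each compound; larger differential means the compound sensitizes cells more to doxorubicin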
NFkB transloc inh – blocks IL-1B driven NFkB nuclear translocation in HUVEC cells; HUVEC IL-1B NFkB p65 nuclear translocation imaging; inhibition, % at 2 µM; 94,000 tested, 0.43% active; AID 796;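 active means inhibition above about 30% together with a positive call from visual inspection of the well image, limit read from the data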;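 further: nuclear over cytoplasmic p65 intensity ratio measured by imaging; 0% = IL-1B stimulated DMSO wells and 100% = unstimulated DMSO wells; values of inactives mirror those of a sister screen read the other way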
MRP resist rev cytotoxicity – recorded beside MRP resist rev, whose call it bears; viability, %; H69AR cells, CellTiter-Glo, 72 h; measured here: cytotoxicity without doxorubicin
MRP resist rev with doxorubicin – further read-out of MRP resist rev, marked with its call; viability, %; measured here: viability with 2 uM doxorubicin; stronger effect = lower value
NFkB transloc inh cell count 2 µM – recorded beside NFkB transloc inh, whose call it bears; cell count; measured here: cells passing quality filter;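 raw number of nuclei counted in each imaged well without normalization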
NFkB transloc pot cell count 2 µM – recorded beside NFkB transloc pot, whose call it bears; cell count; measured here: cells passing quality filter
* = called active by the depositor. The list is partial; count on the stated rates, not on these rows.

The opening 2 entries, to show the layout:
Cc1noc(C)c1C(=O)NCCCc1ccccc1 was read as Bcl-B TR3 displacers -9.0%, PLAP inhibition -17.2%, MRP resist rev 7.1, MRP resist rev cytotoxicity 86.0 and MRP resist rev with doxorubicin 78.9.
For CC(C)OC(=O)CSc1nc2cccnc2n1C1CCCCC1 the results were NFkB transloc pot 37.7, Bcl-B TR3 displacers -16.5%, PLAP inhibition -14.2%, MRP resist rev -31.8, NFkB transloc inh -37.7, MRP resist rev cytotoxicity 57.6, MRP resist rev with doxorubicin 89.4, NFkB transloc inh cell count 2 µM 134 and NFkB transloc pot cell count 2 µM 134.

This part in full, from the start:
Cc1noc(C)c1C(=O)NCCCc1ccccc1 was read as Bcl-B TR3 displacers -9.0%, PLAP inhibition -17.2%, MRP resist rev 7.1, MRP resist rev cytotoxicity 86.0 and MRP resist rev with doxorubicin 78.9.
For CC(C)OC(=O)CSc1nc2cccnc2n1C1CCCCC1 the results were NFkB transloc pot 37.7, Bcl-B TR3 displacers -16.5%, PLAP inhibition -14.2%, MRP resist rev -31.8, NFkB transloc inh -37.7, MRP resist rev cytotoxicity 57.6, MRP resist rev with doxorubicin 89.4, NFkB transloc inh cell count 2 µM 134 and NFkB transloc pot cell count 2 µM 134.
For CCCC1=C(C(=O)OCC)C(c2cccs2)C(C#N)=C(N)O1 (stereo not drawn) the results were Bcl-B TR3 displacers 7.7%, PLAP inhibition -4.6%, MRP resist rev -2.8, MRP resist rev cytotoxicity 52.5 and MRP resist rev with doxorubicin 55.3.
For COc1ccc(NC(=O)c2oc3ccccc3c2NC(=O)COc2ccccc2OC)c(OC)c1 the results were NFkB transloc pot -19.0, Bcl-B TR3 displacers -5.8%, PLAP inhibition -13.8%, MRP resist rev -19.1, NFkB transloc inh 19.0, MRP resist rev cytotoxicity 19.1, MRP resist rev with doxorubicin 38.2, NFkB transloc inh cell count 2 µM 133 and NFkB transloc pot cell count 2 µM 133.
For CCOC(=O)c1ccc(-n2c(-c3ccco3)nc3ccccc3c2=O)cc1 the results were Bcl-B TR3 displacers 8.4%, PLAP inhibition -5.0%, MRP resist rev -3.5, MRP resist rev cytotoxicity 93.6 and MRP resist rev with doxorubicin 97.2.
`CC(C)Cn1c(N)c(C(=O)COC(=O)c2ccc3ccccc3n2)c(=O)n(C)c1=O` gave NFkB transloc pot 0.1, Bcl-B TR3 displacers 1.2%, MRP resist rev -4.8, NFkB transloc inh -0.1, MRP resist rev cytotoxicity 80.7, MRP resist rev with doxorubicin 85.5, NFkB transloc inh cell count 2 µM 94 and NFkB transloc pot cell count 2 µM 94.
`CC(C)(C)NC(=O)NC(=O)COC(=O)CCCc1c[nH]c2ccccc12` gave NFkB transloc pot 8.0, Bcl-B TR3 displacers 5.7%, PLAP inhibition -12.3%, MRP resist rev 20.3, NFkB transloc inh -8.0, MRP resist rev cytotoxicity 94.4, MRP resist rev with doxorubicin 74.1, NFkB transloc inh cell count 2 µM 63 and NFkB transloc pot cell count 2 µM 63.
CCOC(=O)c1nnn(-c2nonc2N)c1-c1cccs1 was read as NFkB transloc pot -6.5, Bcl-B TR3 displacers 1.2%, PLAP inhibition 2.9%, MRP resist rev 3.0, NFkB transloc inh 6.5, MRP resist rev cytotoxicity 87.2, MRP resist rev with doxorubicin 84.1, NFkB transloc inh cell count 2 µM 109 and NFkB transloc pot cell count 2 µM 109.
Screening CC(C)Cc1nnc(NC(=O)CCN2C(=O)c3ccccc3C2=O)s1 returned NFkB transloc pot -0.1, Bcl-B TR3 displacers -0.6%, PLAP inhibition -10.0%, MRP resist rev -2.0, NFkB transloc inh 0.1, MRP resist rev cytotoxicity 95.0, MRP resist rev with doxorubicin 96.9, NFkB transloc inh cell count 2 µM 76 and NFkB transloc pot cell count 2 µM 76.
For O=C1CC(c2ccccc2)C(=O)N1c1cccc(O)c1 (stereo not drawn) the results were NFkB transloc pot -1.1, Bcl-B TR3 displacers 13.9%, PLAP inhibition -17.7%, MRP resist rev -14.7, NFkB transloc inh 1.1, MRP resist rev cytotoxicity 95.6, MRP resist rev with doxorubicin 110.4, NFkB transloc inh cell count 2 µM 58 and NFkB transloc pot cell count 2 µM 58.
Screening CC(C)(C)NC(=O)CSc1nncn1NCc1c(Cl)cccc1Cl returned NFkB transloc pot 14.2, MRP resist rev -11.3, NFkB transloc inh -14.3, MRP resist rev cytotoxicity 93.2, MRP resist rev with doxorubicin 104.5, NFkB transloc inh cell count 2 µM 155 and NFkB transloc pot cell count 2 µM 155.
Screening C=CCOc1c(Cl)cc(C2NC(=O)NC(C)=C2C(=O)OC)cc1Cl (stereo not drawn) returned NFkB transloc pot -5.9, Bcl-B TR3 displacers -4.9%, PLAP inhibition 7.6%, MRP resist rev -41.0, NFkB transloc inh 5.9, MRP resist rev cytotoxicity 32.1, MRP resist rev with doxorubicin 73.0, NFkB transloc inh cell count 2 µM 111 and NFkB transloc pot cell count 2 µM 111.
For COc1ccc(Oc2nnnn2-c2ccccc2)cc1 the results were NFkB transloc pot 8.7, MRP resist rev 12.2, NFkB transloc inh -8.7, MRP resist rev cytotoxicity 105.3, MRP resist rev with doxorubicin 93.2, NFkB transloc inh cell count 2 µM 69 and NFkB transloc pot cell count 2 µM 69.
For O=C(CSc1nc(-c2ccco2)cc(C(F)(F)F)n1)N1CCN(c2cccc(Cl)c2)CC1 the results were NFkB transloc pot -0.8, MRP resist rev 4.8, NFkB transloc inh 0.8, MRP resist rev cytotoxicity 89.5, MRP resist rev with doxorubicin 84.6, NFkB transloc inh cell count 2 µM 114 and NFkB transloc pot cell count 2 µM 114.
For CCCCCCn1c(SCCC)nc2c1c(=O)[nH]c(=O)n2C the results were NFkB transloc pot 12.4, Bcl-B TR3 displacers 8.5%, PLAP inhibition -6.7%, MRP resist rev 9.6, NFkB transloc inh -12.4, MRP resist rev cytotoxicity 84.9, MRP resist rev with doxorubicin 75.3, NFkB transloc inh cell count 2 µM 158 and NFkB transloc pot cell count 2 µM 158.
Screening N=c1c(C(=O)NCC2CCCO2)cc2c(=O)n3ccccc3nc2n1Cc1cccnc1 (stereo not drawn) returned PLAP inhibition -64.0%, MRP resist rev 2.1, MRP resist rev cytotoxicity 92.0 and MRP resist rev with doxorubicin 90.0.
CCOc1ccc(-c2nc(N)ncc2-c2ccccc2)c(O)c1 was read as NFkB transloc pot -2.2, Bcl-B TR3 displacers -1.7%, PLAP inhibition 2.2%, MRP resist rev -29.3, NFkB transloc inh 2.3, MRP resist rev cytotoxicity 28.0, MRP resist rev with doxorubicin 57.3, NFkB transloc inh cell count 2 µM 138 and NFkB transloc pot cell count 2 µM 138.
For CC(C)CCNC(=O)c1ccc2nc[nH]c2c1 the results were NFkB transloc pot 7.0, Bcl-B TR3 displacers -0.2%, PLAP inhibition 9.3%, MRP resist rev 5.9, NFkB transloc inh -7.0, MRP resist rev cytotoxicity 101.0, MRP resist rev with doxorubicin 95.1, NFkB transloc inh cell count 2 µM 166 and NFkB transloc pot cell count 2 µM 166.
CS(=O)(=O)c1ccc2nc(NC(=O)c3cccs3)sc2c1 was read as NFkB transloc pot -7.7, Bcl-B TR3 displacers -2.3%, PLAP inhibition 1.5%, MRP resist rev -17.7, NFkB transloc inh 7.7, MRP resist rev cytotoxicity 25.2, MRP resist rev with doxorubicin 43.0, NFkB transloc inh cell count 2 µM 126 and NFkB transloc pot cell count 2 µM 126.
Screening CCn1c(SCC(=O)c2ccc(O)c(O)c2)nnc1-c1ccccc1 returned NFkB transloc pot 11.8, Bcl-B TR3 displacers 15.8%, PLAP inhibition 4.25µM*, NFkB transloc inh -11.8, NFkB transloc inh cell count 2 µM 128 and NFkB transloc pot cell count 2 µM 128.
Screening Cc1nc([N+](=O)[O-])c(Br)n1CC(=O)c1ccc(Cl)cc1 returned NFkB transloc pot 10.3, Bcl-B TR3 displacers 6.6%, PLAP inhibition -8.9%, MRP resist rev -1.8, NFkB transloc inh -10.3, MRP resist rev cytotoxicity 1.2, MRP resist rev with doxorubicin 2.9, NFkB transloc inh cell count 2 µM 176 and NFkB transloc pot cell count 2 µM 176.
CCN1CCN(c2nc3c(C)cccn3c(=O)c2/C=C(\C#N)S(=O)(=O)c2ccc(C)cc2)CC1 was read as NFkB transloc pot -10.8, Bcl-B TR3 displacers 22.1%, PLAP inhibition -21.8%, MRP resist rev 7.0, NFkB transloc inh 10.8, MRP resist rev cytotoxicity 92.0, MRP resist rev with doxorubicin 85.0, NFkB transloc inh cell count 2 µM 82 and NFkB transloc pot cell count 2 µM 82.
For O=C(COc1ccc(/C=N/NS(=O)(=O)c2ccccc2)cc1)Nc1ccc(F)cc1 the results were NFkB transloc pot -95.0, Bcl-B TR3 displacers 2.8%, PLAP inhibition -17.2%, NFkB transloc inh -9.7, NFkB transloc inh cell count 2 µM 126 and NFkB transloc pot cell count 2 µM 23.
Screening Cn1c(-c2ccccc2)cc2c3no[n+]([O-])c3ccc21 returned NFkB transloc pot 3.4, Bcl-B TR3 displacers 4.4%, PLAP inhibition -1.1%, MRP resist rev -0.9, NFkB transloc inh -3.4, MRP resist rev cytotoxicity 19.1, MRP resist rev with doxorubicin 20.0, NFkB transloc inh cell count 2 µM 205 and NFkB transloc pot cell count 2 µM 205.
For Cc1ccc(CC2(O)CC(C)N(C)CC2C)c(C)c1 (stereo not drawn) the results were NFkB transloc pot 2.0, Bcl-B TR3 displacers 0.2%, PLAP inhibition 7.7%, MRP resist rev -5.9, NFkB transloc inh -2.0, MRP resist rev cytotoxicity 89.1, MRP resist rev with doxorubicin 95.0, NFkB transloc inh cell count 2 µM 180 and NFkB transloc pot cell count 2 µM 180.
`COC(=O)c1c(NC(=O)CSc2n[nH]c(N)n2)sc(C)c1C` gave NFkB transloc pot 22.6, Bcl-B TR3 displacers 2.0%, PLAP inhibition -52.0%, MRP resist rev -4.9, NFkB transloc inh -22.6, MRP resist rev cytotoxicity 98.0, MRP resist rev with doxorubicin 102.9, NFkB transloc inh cell count 2 µM 221 and NFkB transloc pot cell count 2 µM 221.
Screening CC(C)C(NS(=O)(=O)c1cccs1)C(=O)NCc1ccc2c(c1)OCO2 (stereo not drawn) returned Bcl-B TR3 displacers -8.3%, PLAP inhibition -1.6%, MRP resist rev -46.1, MRP resist rev cytotoxicity 44.9 and MRP resist rev with doxorubicin 91.0.
Screening CCN1C(=O)C(CC(=O)Nc2c(C)cccc2C)SC1=Nc1ccc(S(N)(=O)=O)cc1 (stereo not drawn) returned NFkB transloc pot 24.4, MRP resist rev 7.6, NFkB transloc inh -24.4, MRP resist rev cytotoxicity 110.6, MRP resist rev with doxorubicin 103.0, NFkB transloc inh cell count 2 µM 154 and NFkB transloc pot cell count 2 µM 154.
For CCOP(=O)(c1ccc(N(C)C)cc1)C(O)c1c(Cl)cccc1Cl (stereo not drawn) the results were NFkB transloc pot 2.5, Bcl-B TR3 displacers -6.0%, PLAP inhibition -29.6%, MRP resist rev 7.6, NFkB transloc inh -2.5, MRP resist rev cytotoxicity 94.0, MRP resist rev with doxorubicin 86.4, NFkB transloc inh cell count 2 µM 161 and NFkB transloc pot cell count 2 µM 161.
For Cc1onc(-c2c(F)cccc2Cl)c1C(=O)Nc1cccc2nsnc12 the results were NFkB transloc pot 10.2, Bcl-B TR3 displacers 1.1%, PLAP inhibition 1.2%, MRP resist rev -3.9, NFkB transloc inh -10.2, MRP resist rev cytotoxicity 79.6, MRP resist rev with doxorubicin 83.5, NFkB transloc inh cell count 2 µM 129 and NFkB transloc pot cell count 2 µM 129.
For CN(C)S(=O)(=O)c1ccc(NC(=O)Cn2c(-c3ccccc3)noc2=O)cc1 the results were NFkB transloc pot 35.3, Bcl-B TR3 displacers -21.7%, PLAP inhibition 2.7%, MRP resist rev 5.3, NFkB transloc inh -35.3, MRP resist rev cytotoxicity 69.1, MRP resist rev with doxorubicin 63.9, NFkB transloc inh cell count 2 µM 159 and NFkB transloc pot cell count 2 µM 159.
Screening Cc1cccc(OCC(=O)Nc2ccc3c(c2)OCCO3)c1 returned NFkB transloc pot 4.6, Bcl-B TR3 displacers -6.5%, PLAP inhibition 26.4%, MRP resist rev -1.6, NFkB transloc inh -4.6, MRP resist rev cytotoxicity 93.0, MRP resist rev with doxorubicin 94.6, NFkB transloc inh cell count 2 µM 118 and NFkB transloc pot cell count 2 µM 118.
